RTF Ca sens act – increases calcium sensitivity of human cardiac regulated thin filaments; P19429+P45379; IANBD-labeled TnC RTF fluorescence at EC20 calcium; 0% EC20 calcium, 100% full calcium; activation, % at 7.2 µM; hit rate 0.24% among 340,000; AID 493008;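 active means activation above the mean over all tested compounds plus 3 SD, cut at about 30% in these data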;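 further: rise in fluorescence read as greater calcium sensitivity of cardiac thin filaments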
PKA-R2B activ – PKA-R2B complex activation; P22694+P31323; PKA-R2B holoenzyme dissociation, Cy5-IP20 fluorescence polarization; R2B truncated from residue 108, S112A mutant; 0% DMSO only, 100% 113 µM cGMP; activation, % at 11.4 µM; hit rate 0.079% among 340,000; AID 504700;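 active means activation above a cutoff set at the mean over all compounds plus 3 SD, cut at about 18% in these data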;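 further: higher means more holoenzyme dissociation and a rise in polarization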
SR-BI DiI-HDL act – activators of SR-BI mediated HDL lipid uptake. CHO ldlA[mSR-BI] cells, DiI-HDL uptake fluorescence, 3 h; 100 = double the neutral-control signal. activation, % at 12.5 µM. hit rate 0.096% among 320,000. AID 504775;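 active means mean replicate activation of at least 60% and every replicate at or above 60%; inconclusive means mean or all-replicate condition met, but not both; inactive means mean below 60% and not all replicates reaching 60%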;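 further: 0% = median plate neutral-control signal and 100% = twice that signal; values of inactives mirror those of a sister screen read the other way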
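Test system: SR-BI-overexpressing, LDLR-lacking CHO cells; Medium: Ham's F12 with 0.5% BSA, HEPES 25 mM, pH 7.4; Schedule: 3 h, 37 °C; Technique: bottom-read fluorescence, 550/595 nm.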
Rtt109 Vps75 – blocks Candida albicans Rtt109/Vps75 acetyltransferase activity. Q5AAJ8. purified Rtt109/Vps75, ThioGlo CoA-SH fluorescence, 4 h. inhibition, % at 34.9 µM. hit rate 0.16% among 330,000;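 active means inhibition of at least 50% in every replicate; inconclusive means best replicate reaches 50% inhibition but some replicates fall short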
Target sequence (Q5AAJ8 whole entry, looked up): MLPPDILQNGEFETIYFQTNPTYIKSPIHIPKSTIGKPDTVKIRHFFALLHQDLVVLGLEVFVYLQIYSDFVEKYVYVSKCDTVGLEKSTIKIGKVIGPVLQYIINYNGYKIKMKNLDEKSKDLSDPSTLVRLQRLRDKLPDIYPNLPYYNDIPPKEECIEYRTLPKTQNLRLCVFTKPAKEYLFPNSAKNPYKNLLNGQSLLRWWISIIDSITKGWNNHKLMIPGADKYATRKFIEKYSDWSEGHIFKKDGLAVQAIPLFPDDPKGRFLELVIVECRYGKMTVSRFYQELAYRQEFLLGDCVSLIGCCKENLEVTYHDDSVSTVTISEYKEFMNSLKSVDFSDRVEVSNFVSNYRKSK
CAL PDZ FP-1 – blocks peptide binding to human CAL PDZ domain; Q9HD26; purified CAL PDZ, TMR-peptide fluorescence polarization, 1 h; inhibition, % at 20 µM; hit rate 0.02% among 330,000; AID 504414;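 active means highest replicate inhibition of at least 40%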;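 further: plate controls were DMSO neutral control wells for no effect and unlabeled competitor peptide control wells for full effect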
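Test system: tagged CAL PDZ domain / Buffer or medium: sodium phosphate/NaCl buffer pH 7.4 with TCEP, IgG, Thesit / Reagent: TMR-labelled reporter peptide T*-PRC34 bound in PDZ groove / Compound dosing: single point, 20 µM / Schedule: 1 h incubation at room temperature before polarization reading / Technique: fluorescence polarization (mP) / Benchmarks: unlabelled peptide, DMSO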
CAL PDZ FP-2 – inhibitors of human CAL PDZ peptide binding. purified CAL PDZ, TMR-peptide fluorescence polarization, 1 h. hit rate 0.92% among 300,000. Q9HD26. AID 602252. inhibition, % at 24.9 µM;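 active means mean inhibition of at least 30% with at least half of replicates also reaching 30%; inconclusive means no clear call, values can overlap the other calls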;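 further: 0% = DMSO neutral control and 100% = excess unlabeled competitor peptide PRC23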
C-LANA FP – blocks KSHV LANA C-terminal domain binding to DNA | hit rate 0.078% among 340,000 | inhibition, % at 9 µM | AID 504423 | MBP-C-LANA/FAM-LBS DNA binding, fluorescence polarization;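 active means highest replicate inhibition at or above 60% at 9 µM, even if other replicates fall short; inactive means all replicates below 60% inhibition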;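 further: 0% = neutral control wells and 100% = 4 µM acridine orange control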
RTF Ca sens inh – cardiac RTF calcium desensitization. inhibition, % at 7.15 µM. IANBD-labeled cardiac RTF, Ca2+ fluorescence. AID 493244. hit rate 0.12% among 340,000. P19429+P45379;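 active means inhibition above the mean inhibition of all tested compounds plus 3 SD, cut at about 17% in these data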;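 further: assay run at fixed EC70 calcium of 1.6 mM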
Keap1 Nrf2 FP – Keap1-Nrf2 (human) interaction inhibition; Keap1 Kelch-Nrf2 peptide fluorescence polarization, 1536-well; Q14145; inhibition, % at 9.4 µM; hit rate 0.15% among 340,000; in the data active means inhibition above about 12%; inconclusive means no clear call, values can overlap the other calls; inactive means below about 7.3%;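 further: human Keap1 Kelch domain with fluorescein labeled Nrf2 9mer peptide probe; 0% = neutral control wells and 100% = peptide positive control; higher means more block of Keap1 binding to Nrf2 peptide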
DAGLB inh – blocks human DAGLB lipase activity. AID 504411. inhibition, % at 5.17 µM. hit rate 0.059% among 340,000. HEK293T DAGLB membrane lysate, EnzChek fluorogenic substrate. Q8NCG7; in the data active means inhibition above about 34%;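 further: 0% = enzyme with vehicle and 100% = wells lacking enzyme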
Target sequence (Q8NCG7 whole entry, looked up): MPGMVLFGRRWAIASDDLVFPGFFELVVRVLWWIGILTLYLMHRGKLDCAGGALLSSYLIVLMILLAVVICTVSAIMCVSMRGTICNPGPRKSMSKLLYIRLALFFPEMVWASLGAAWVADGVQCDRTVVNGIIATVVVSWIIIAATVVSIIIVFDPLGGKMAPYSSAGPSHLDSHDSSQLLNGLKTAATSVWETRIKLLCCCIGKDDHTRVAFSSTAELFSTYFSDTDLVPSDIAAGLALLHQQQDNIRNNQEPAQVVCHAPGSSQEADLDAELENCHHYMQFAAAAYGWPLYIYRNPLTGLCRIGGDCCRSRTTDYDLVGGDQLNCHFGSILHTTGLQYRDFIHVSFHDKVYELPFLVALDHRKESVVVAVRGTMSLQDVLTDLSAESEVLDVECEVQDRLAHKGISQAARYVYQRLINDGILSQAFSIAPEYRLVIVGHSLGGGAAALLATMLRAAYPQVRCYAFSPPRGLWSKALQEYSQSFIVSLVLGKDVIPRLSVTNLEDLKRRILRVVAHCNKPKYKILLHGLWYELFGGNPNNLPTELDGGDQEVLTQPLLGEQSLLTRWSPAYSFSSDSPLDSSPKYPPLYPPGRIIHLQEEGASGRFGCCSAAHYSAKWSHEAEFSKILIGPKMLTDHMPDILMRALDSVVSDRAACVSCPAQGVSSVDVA
Active calls of the source: *; u = inconclusive; x = not tested or not shown.

SMILES	RTF Ca sens act	PKA-R2B activ	SR-BI DiI-HDL act	Rtt109 Vps75	CAL PDZ FP-1	CAL PDZ FP-2	C-LANA FP	RTF Ca sens inh	Keap1 Nrf2 FP	DAGLB inh
O=[N+]([O-])/C=C\c1ccc(N2CCCC2)c(F)c1	5	8	-2	-4	-1.4	4	-0.5	-7	-15	-2
Cc1ccc2sc(N(CCCN(C)C)C(=O)c3ccc(S(=O)(=O)N4CCCCCC4)cc3)nc2c1C	-5	2	-8	u	-4.5	-5	-0.9	-6	4	0
COc1cc(C(=O)Nc2ccc(NC(C)=O)cc2)ccc1OCc1ccccc1	3	-1	-78	2	0.0	-5	0.0	-14	-3	-2
COCC(C)n1c(C)cc(C(=O)CSc2nc3ccccc3c(=O)[nH]2)c1C (stereo not drawn)	-4	2	10	7	-0.1	-2	1.7	-3	-1	2
Cc1onc(-c2c(Cl)cccc2Cl)c1C(N)=S	7	-7	3	0	0.1	-5	2.0	-4	-3	-2
COc1ccc(NC(=S)NCC2CCCO2)c(OC)c1 (stereo not drawn)	0	-3	37	-2	-2.2	-5	0.5	-11	0	2
CC(C)(C)C(=O)CCN1C(=O)C2(OCCO2)c2ccccc21	0	2	23	-4	-0.4	-3	1.0	0	2	-1
O=C1NC(c2cccc(Cl)c2)Oc2ccccc21 (stereo not drawn)	0	6	15	-5	0.5	4	-4.9	3	-4	-1
Cc1nc2ncnn2c(C)c1CCC(=O)N1CC(C)CC(C)C1 (stereo not drawn)	3	13	40	9	x	0	1.1	-6	3	-5
CC(C)C[C@H](NC(=O)N1c2ccccc2NC(=O)[C@@H]1C(C)C)C(=O)N1CCC[C@@H]1C(=O)O	6	-11	32	-4	-5.7	-3	2.3	-3	-4	-2
COc1ccccc1OCc1ccc(C(=O)Nc2ccc(Cl)cn2)o1	-4	-8	18	x	-2.8	-3	1.9	4	-1	-6
COc1ccc2c(c1OC)C(=O)N(c1ccc(F)cc1)C2	9	-6	-5	10	x	2	2.0	-1	-4	-2
CCn1cc(C(=O)N2CCN(C3CCCCC3)CC2)c2cc(OC)c(OC)cc2c1=O	-1	11	23	4	-0.1	2	-2.8	1	-1	-2
Cc1ccc(S(=O)(=O)Nc2ccc(Cl)cc2)cc1NC(=O)c1cc2c(s1)CCCC2	0	-1	-39	4	-0.9	x	-0.8	-1	-3	-4
N#C/C(=N\Nc1cccc([N+](=O)[O-])c1)C(=O)c1ccc(Br)cc1	-8	-5	-35	2	-4.3	-3	1.3	-6	-3	19
O=C(CSc1nnc(NC(=O)c2ccco2)s1)Nc1ccc(F)cc1F	-1	6	32	-10	-1.7	6	-0.2	-14	1	-1
COc1ccc(C2(c3ccc(OC)cc3)NC(=O)N(CC(=O)N(C)c3ccccc3)C2=O)cc1	-1	-15	12	0	0.1	0	-0.4	-8	-1	1
O=C(NCc1ccccc1F)c1ccc2c(c1)OCO2	-6	-3	10	-2	-1.3	3	-0.6	-5	-4	-2
Cc1no[n+]([O-])c1COc1ccc(/C=C2\NC(=S)NC2=O)cc1	-1	-9	-4	-1	-1.7	-2	0.9	-5	-3	-2
CCN(C(=O)COC(=O)c1ccc(C=O)cc1)c1c(N)n(Cc2ccccc2)c(=O)[nH]c1=O	1	-10	2	-1	0.2	4	-0.3	-14	2	-2
O=C(NCc1nc(-c2ccc(C(F)(F)F)cc2)no1)Nc1cc(Cl)cc(Cl)c1	8	-5	2	16	-0.8	6	0.4	-10	-4	-11
Cc1ncc(S(=O)(=O)c2ccccc2)c(-c2ccc(Cl)cc2Cl)n1	-4	-5	x	-9	-1.0	1	-0.5	-3	1	-3
O=C(c1cc(COc2ccc(F)cc2Cl)on1)N1CCCCCC1	0	-9	3	-5	-2.5	-4	0.0	-9	-2	-2
Cc1cc(NC(=O)CN2C(=O)CC(c3ccco3)Sc3ccccc32)no1 (stereo not drawn)	-2	4	-23	11	-1.7	x	1.4	-1	-2	3
Cc1cccc(C(=O)NC2CCN(CC(=O)NCc3cccs3)CC2)c1	-1	-5	-12	-1	-0.6	-3	-0.6	4	1	-1
O=C(c1ccccc1Cc1ccccc1)N1CCN(S(=O)(=O)c2ccccc2F)CC1	-1	-12	14	4	-1.0	-7	2.0	1	2	-4
Cc1ccc2[nH]c(=O)c(CN(CCCO)S(=O)(=O)c3cccc4nsnc34)cc2c1	4	-1	39	0	-2.1	-2	0.6	-1	-2	1
CC(C)(C)NC(=O)C(c1ccc(F)cc1)N(Cc1ccccc1Cl)C(=O)c1ccn[nH]1 (stereo not drawn)	2	9	2	12	-0.1	x	0.3	-1	-1	0
Oc1cccc2ccc(/C=C/c3ccc(Br)s3)nc12	-3	-11	-34	-2	0.9	-1	-0.9	4	5	-1
CCCNC(=O)c1c(NC(=O)C2COc3ccccc3O2)sc2c1CCCC2 (stereo not drawn)	-3	-10	-12	-3	-0.3	-3	-2.1	-9	-1	-3
CCOc1ccccc1N(CC(=O)O)S(=O)(=O)c1ccc(C)cc1	1	2	1	1	0.6	-1	-0.1	-2	0	-3
Cc1ccc2nc(C)c3c(c2c1)SCC3	x	x	-3	13	-0.7	x	-1.5	x	-5	x
COC(=O)CCCC(=O)N1CCC(CCC(=O)NC2CC2)CC1	-3	-1	3	0	-2.5	-2	-1.0	-6	2	2
COc1ccccc1NC(=S)N(Cc1ccccc1)Cc1cccnc1	-1	2	8	-1	-0.6	2	0.9	8	2	1
O=C(OCC(=O)N(CCc1ccccc1)Cc1ccccc1)c1cc(S(=O)(=O)N2CCOCC2)ccc1F	-14	-3	-15	3	-2.8	-4	-0.1	7	0	-2
CCOC(=O)N1CCN(C(=O)c2ccc(NS(=O)(=O)c3ccc(C)cc3)cc2)CC1	0	-16	-18	-1	-2.5	-4	-0.4	-6	-4	-1
O=C(CCCN1C(=O)/C(=C/c2ccccc2)SC1=S)Nc1ccc(C(=O)O)c(O)c1	-4	-10	-28	11	-3.0	-6	0.2	0	1	6
CCCCC(=O)Nc1ccc(NC(=S)NC(=O)CC)cc1OC	7	-1	-63	17	-0.4	-3	1.2	-2	2	-2
COc1ccc(Nc2nc(C)c(-c3ccccc3)s2)cc1	9	-14	11	-1	0.1	0	-0.3	-9	-5	1
N#CCCN(Cc1cccnc1)S(=O)(=O)c1ccc2ccccc2c1	-5	-5	6	-8	0.3	6	-0.8	4	0	1
COc1ccc(CN=C(N)N=C(N)N)cc1Cl	6	1	7	-1	-0.5	x	0.0	-1	-3	2
Cc1noc(C)c1C(=O)OCC(=O)N(C)C1CCS(=O)(=O)C1 (stereo not drawn)	3	-3	8	-1	-0.6	-3	-0.7	-10	0	-4
CCCCCN(C(=O)CCC(=O)OCc1ccccc1F)c1c(N)n(CCCC)c(=O)[nH]c1=O	-13	-15	-30	0	-2.0	17	0.2	-7	0	0
Cc1cc(C(=O)NC2CCCc3c2cnn3-c2ccc(C(C)(C)C)cc2)nn1C (stereo not drawn)	-4	8	25	2	-0.9	7	2.0	4	-2	2
Cc1onc(-c2ccccc2Cl)c1C(=O)OCC(=O)c1c(N)n(C)c(=O)n(C)c1=O	8	-4	-30	3	-2.0	3	1.0	-2	-2	0
O=C(CCc1ccccc1Cl)Nc1ccc(S(=O)(=O)N2CCOCC2)cc1	-17	-1	-40	-28	-3.0	-1	0.3	-9	2	1
Cc1ccc(-n2c(C)csc2=N)cc1	-2	-4	-16	10	-0.4	-6	-2.3	3	-2	-2
CC(C)(C)n1ncc2c(=O)n(CC(=O)N3CCCc4ccccc43)cnc21	-5	10	-11	4	-0.6	-2	0.7	-9	-1	0
Cc1sc2nc(CN3CCOCC3)[nH]c(=S)c2c1C	4	-20	-23	0	-3.0	-3	2.2	4	3	0
Cc1nn2c(COc3ccc(NC(=O)c4ccccc4Cl)cc3)nnc2c2ccccc12	1	-2	-9	3	-6.6	-4	-0.9	-3	-1	2
O=C(C1=C(O)C(=O)N(CCCn2ccnc2)C1c1ccccc1)c1ccco1 (stereo not drawn)	-3	5	17	-6	-0.9	3	2.6	6	-1	-2
CC(=O)N(c1ccccc1)C(C(=O)c1ccccc1)c1ccccc1 (stereo not drawn)	-11	-7	1	-6	-0.6	-2	-0.4	1	3	-3
C=CCOC(=O)C1=C(C)NC(=O)NC1c1ccc(OCC)cc1 (stereo not drawn)	-6	-9	-2	-3	-1.7	-3	1.2	-9	-1	-1
c1csc(-c2nnc3ccccn23)c1	3	-4	26	-3	-0.4	-2	1.3	-10	-4	0
Cc1ccc2c(c1)N(C)/C(=C/c1cccc[n+]1C)S2	-1	-9	3	-9	0.6	5	-1.8	0	-2	-2
COc1ccc(OC)c(S(=O)(=O)NCc2ccc(N3CCN(C)CC3)cc2)c1	1	-1	5	-2	-0.2	-1	-1.0	-11	-3	-2
CSCCC(NC(=O)C1CCC(C)CC1)C(=O)NCc1ccco1 (stereo not drawn)	7	-2	3	12	0.1	x	0.1	-11	-1	0
Cc1ccc(NC(=O)CSc2nnc(Cn3cnc4ccccc43)o2)c(C)c1	1	-4	13	5	-0.3	-3	-0.6	12	6	-3
CCN(CC(=O)Nc1c(F)cccc1F)C(=O)c1nc2nccc(C)n2n1	2	6	7	11	-0.4	2	-1.3	-2	5	-4
CC(C)Oc1cc(S(=O)(=O)N2CCCCC2)ccc1N	-1	-1	-8	-9	0.5	-1	1.0	-11	-3	-1

(cont.)
SMILES	RTF Ca sens act	PKA-R2B activ	SR-BI DiI-HDL act	Rtt109 Vps75	CAL PDZ FP-1	CAL PDZ FP-2	C-LANA FP	RTF Ca sens inh	Keap1 Nrf2 FP	DAGLB inh
C=C(C)Cn1c(SCC(=O)N/N=C/c2ccccc2)nc2ccccc2c1=O	4	0	8	9	-0.6	2	-1.2	7	-6	2
COc1cccc(NC(=O)CCCn2c(=S)[nH]c3ccccc3c2=O)c1	8	-2	-4	-3	-1.6	1	0.4	-5	-2	-1
CCS(=O)(=O)N1CCC(C(=O)Oc2ccccc2Cl)CC1	1	-3	3	-4	-13	5	-0.3	-2	-6	-1
CN(C)c1ccc(/C=C2\C(=N)N3N=C(CC(=O)N4CCCCC4)SC3=NC2=O)cc1	29	-5	1	16	-2.7	-4	-11	-20	-12	-3

Complete entries from above. Order of screens: RTF Ca sens act	PKA-R2B activ	SR-BI DiI-HDL act	Rtt109 Vps75	CAL PDZ FP-1	CAL PDZ FP-2	C-LANA FP	RTF Ca sens inh	Keap1 Nrf2 FP	DAGLB inh
`COc1cccc(NC(=O)CCCn2c(=S)[nH]c3ccccc3c2=O)c1` across the screens: 8	-2	-4	-3	-1.6	1	0.4	-5	-2	-1
`CCS(=O)(=O)N1CCC(C(=O)Oc2ccccc2Cl)CC1` across the screens: 1	-3	3	-4	-13	5	-0.3	-2	-6	-1

Source: PubChem (several laboratories)
